From PubChem
Rtt109 HAT inh: inhibitors of Candida albicans Rtt109/Vps75 histone acetyltransferase. Q5AAJ8. purified Rtt109/Vps75, ThioGlo CoA-SH fluorescence, 4 h. inhibition, % at 34.9 µM. 330,000 tested, 0.16% active. AID 540336;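 active = inhibition of at least 50% in every replicate; inconclusive = best replicate reaches 50% inhibition but some replicates fall short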
Target sequence (Q5AAJ8 whole entry, looked up): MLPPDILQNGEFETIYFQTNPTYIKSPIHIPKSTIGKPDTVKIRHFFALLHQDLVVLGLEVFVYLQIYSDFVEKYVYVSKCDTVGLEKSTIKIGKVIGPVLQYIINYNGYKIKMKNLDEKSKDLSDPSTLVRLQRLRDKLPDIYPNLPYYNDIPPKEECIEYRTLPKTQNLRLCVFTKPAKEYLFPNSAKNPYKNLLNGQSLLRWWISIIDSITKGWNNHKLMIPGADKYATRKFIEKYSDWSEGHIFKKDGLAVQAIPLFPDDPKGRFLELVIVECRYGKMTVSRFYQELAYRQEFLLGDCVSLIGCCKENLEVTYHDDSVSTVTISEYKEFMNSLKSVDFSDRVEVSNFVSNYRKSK
LANA DNA inh: KSHV C-LANA DNA binding inhibition. 340,000 tested, 0.078% active. AID 504423. inhibition, % at 9 µM. MBP-C-LANA/FAM-LBS DNA binding, fluorescence polarization;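 active = highest replicate inhibition at or above 60% at 9 µM, even if other replicates fall short; inactive = all replicates below 60% inhibition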;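 note: 0% = neutral control wells and 100% = 4 µM acridine orange control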
RTF Ca sens act: cardiac RTF calcium sensitization. P19429+P45379. IANBD-labeled TnC RTF fluorescence at EC20 calcium; 0% EC20 calcium, 100% full calcium. activation, % at 7.2 µM. 340,000 tested, 0.24% active. AID 493008;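 active = activation above the mean over all tested compounds plus 3 SD, cut at about 30% in these data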;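 note: rise in fluorescence read as greater calcium sensitivity of cardiac thin filaments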
DAGLB inh: diacylglycerol lipase beta (human) inhibition | Q8NCG7 | 340,000 tested, 0.059% active | HEK293T DAGLB membrane lysate, EnzChek fluorogenic substrate | AID 504411 | inhibition, % at 5.17 µM; in the data active = inhibition above about 34%;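 note: 0% = enzyme with vehicle and 100% = wells lacking enzyme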
Target sequence (Q8NCG7 whole entry, looked up): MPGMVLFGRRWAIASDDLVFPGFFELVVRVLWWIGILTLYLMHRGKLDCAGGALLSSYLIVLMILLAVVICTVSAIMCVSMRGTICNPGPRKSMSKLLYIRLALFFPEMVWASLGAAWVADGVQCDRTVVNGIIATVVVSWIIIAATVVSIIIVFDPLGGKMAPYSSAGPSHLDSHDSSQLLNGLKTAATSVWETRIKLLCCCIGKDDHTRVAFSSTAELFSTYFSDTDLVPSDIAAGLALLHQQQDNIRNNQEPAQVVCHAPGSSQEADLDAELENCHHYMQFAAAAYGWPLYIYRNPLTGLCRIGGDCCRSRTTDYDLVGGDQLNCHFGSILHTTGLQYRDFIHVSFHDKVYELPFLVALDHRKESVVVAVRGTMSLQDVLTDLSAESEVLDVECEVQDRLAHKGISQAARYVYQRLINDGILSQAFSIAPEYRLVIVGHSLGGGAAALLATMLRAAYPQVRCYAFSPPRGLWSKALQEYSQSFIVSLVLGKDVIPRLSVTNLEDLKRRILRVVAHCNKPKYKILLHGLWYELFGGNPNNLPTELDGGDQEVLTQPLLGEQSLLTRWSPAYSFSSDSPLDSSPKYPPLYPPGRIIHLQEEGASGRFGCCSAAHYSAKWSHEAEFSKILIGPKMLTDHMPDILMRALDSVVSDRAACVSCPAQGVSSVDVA
SR-BI DiI-HDL act: enhances SR-BI lipid uptake from DiI-HDL; CHO ldlA[mSR-BI] cells, DiI-HDL uptake fluorescence, 3 h; 100 = double the neutral-control signal; activation, % at 12.5 µM; 320,000 tested, 0.096% active; AID 504775;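 active = mean replicate activation of at least 60% and every replicate at or above 60%; inconclusive = mean or all-replicate condition met, but not both; inactive = mean below 60% and not all replicates reaching 60%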;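 note: 0% = median plate neutral-control signal and 100% = twice that signal; values of inactives mirror those of a sister screen read the other way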
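Assay system: LDL receptor-deficient CHO ldlA cells overexpressing murine SR-BI / Medium: BSA-supplemented, HEPES-buffered Ham's F12, pH 7.4 / Probe or stimulus: DiI-labelled HDL at 10 µg/mL final / Timing: compound with DiI-HDL co-incubation, 3 h at 37 °C / Technique: bottom-read cell fluorescence after medium removal, ex 550/em 595 nm / Measure: HDL uptake via cellular fluorescence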
Cardiac RTF inh: cardiac RTF calcium desensitization; inhibition, % at 7.15 µM; IANBD-labeled cardiac RTF, Ca2+ fluorescence; 340,000 tested, 0.12% active; AID 493244;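 active = inhibition above the mean inhibition of all tested compounds plus 3 SD, cut at about 17% in these data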;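 note: assay run at fixed EC70 calcium of 1.6 mM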
CAL PDZ FP-1: blocks peptide binding to human CAL PDZ domain | Q9HD26 | purified CAL PDZ, TMR-peptide fluorescence polarization, 1 h | inhibition, % at 20 µM | 330,000 tested, 0.02% active | AID 504414;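 active = highest replicate inhibition of at least 40%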;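 note: plate controls were DMSO neutral control wells for no effect and unlabeled competitor peptide control wells for full effect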
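System: purified tagged CAL PDZ domain construct (CerCALP). Schedule: 1 h incubation at room temperature before polarization reading. Medium: 25 mM sodium phosphate pH 7.4, 150 mM NaCl, TCEP, IgG, Thesit. Read-out: percent inhibition from loss of millipolarization. Measured by: FP readout, S and P plane fluorescence. Probe or stimulus: fluorescent TMR peptide probe.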
PKA-R2B activ: PKA-R2B complex activation | 340,000 tested, 0.079% active | PKA-R2B holoenzyme dissociation, Cy5-IP20 fluorescence polarization; R2B truncated from residue 108, S112A mutant; 0% DMSO only, 100% 113 µM cGMP | activation, % at 11.4 µM | P22694+P31323 | AID 504700;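 active = activation above a cutoff set at the mean over all compounds plus 3 SD, cut at about 18% in these data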;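 note: higher means more holoenzyme dissociation and a rise in polarization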
CAL PDZ FP-2: inhibitors of human CAL PDZ peptide binding; Q9HD26; purified CAL PDZ, TMR-peptide fluorescence polarization, 1 h; inhibition, % at 24.9 µM; 300,000 tested, 0.92% active; AID 602252;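 active = mean inhibition of at least 30% with at least half of replicates also reaching 30%; inconclusive = no clear call, values can overlap the other calls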;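 note: 0% = DMSO neutral control and 100% = excess unlabeled competitor peptide PRC23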
Keap1 Nrf2 FP: inhibitors of human Keap1-Nrf2 protein-protein interaction. Q14145. 340,000 tested, 0.15% active. Keap1 Kelch-Nrf2 peptide fluorescence polarization, 1536-well. AID 504523. inhibition, % at 9.4 µM; in the data active = inhibition above about 12%; inconclusive = no clear call, values can overlap the other calls; inactive = below about 7.3%;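 note: human Keap1 Kelch domain with fluorescein labeled Nrf2 9mer peptide probe; 0% = neutral control wells and 100% = peptide positive control; higher means more block of Keap1 binding to Nrf2 peptide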
An asterisk follows results filed as active; u = inconclusive; x = no result given; & = joins results of further samples.

SMILES	Rtt109 HAT inh	LANA DNA inh	RTF Ca sens act	DAGLB inh	SR-BI DiI-HDL act	Cardiac RTF inh	CAL PDZ FP-1	PKA-R2B activ	CAL PDZ FP-2	Keap1 Nrf2 FP
COc1cc(SC)ccc1C(=O)Nc1nccs1	8	-1.5	-1	-2	-18	-5	-2.2	-3	-2	1
COc1ccc(NC(=O)/C(=C\c2ccncc2)NC(=O)c2ccccc2)cc1	-3	-1.8	-3	-1	-2	2	0.0	-9	x	-3
COc1ccc(N=C2SCC(=O)N2c2ccc(OC)cc2)cc1	19	0.0	-4	0	3	-6	-2.5	0	1	-1
CCN(C(=O)CSc1nc(N)cc(=O)[nH]1)c1c(N)n(Cc2ccccc2)c(=O)[nH]c1=O	6	0.0	-3	0	9	2	0.5	-8	x	-4
COc1ccc(OC)c(NS(=O)(=O)c2ccc3c(c2)C(C)(C)C(=O)N3C)c1	0	-0.9	7	-2	-9	-7	-0.4	4	x	-3
COc1cc(C(=O)N(C)CC2CCN(CCc3cccc(C(F)(F)F)c3)CC2)ccc1C	4	-1.3	-3	0	-9	-4	-18	1	-6	-4
O=C(CSc1nnc(Cn2c(=O)sc3ccccc32)n1-c1ccccc1)N1CCOCC1	11	-1.8	-2	-2	14	-4	-1.4	1	-1	-2
CC(=O)c1sc(NCc2ccc(C)cc2)nc1C	8	-0.5	-2	-2	-13	-3	-1.0	-2	-4	-1
S=C(Nc1ccc2nc(-c3ccccn3)c(-c3ccccn3)nc2c1)N1CCCCCC1	-15	5.8	-3	-4	-39	5	-3.2	-12	1	-1
COc1ccc(/C=C(/NC(=O)c2cccs2)C(=O)NCc2ccco2)cc1OC	0	0.1	0	-3	6	-2	-0.4	-11	x	3
COc1cccc(N2CC(C(=O)Nc3ccc(C(=O)OC(C)C)cc3)CC2=O)c1 (centres undefined)	20	0.6	-2	-3	-14	-15	-1.2	4	-2	1
CCCN(CC(=O)Nc1cccc(S(N)(=O)=O)c1)CC(=O)Nc1ccc(F)c(F)c1F	-5	-1.0	2	-3	-24	1	-1.3	-6	-5	-2
Cc1ccn2cc(-c3cccc([N+](=O)[O-])c3)nc2c1	9	-1.4	0	-2	-8	8	0.6	-6	9	-1
CCOc1ccc(C(=O)Nc2nnc(NC(=S)Nc3ccccc3)s2)cc1	-3	x	-1	3	-85	-3	-0.7	1	-4	x
[N-]=[N+]=CC(=O)CCCN1C(=O)c2ccccc2C1=O	2	0.7	10	1	8	-8	-2.8	0	-2	-4
O=S(=O)(c1ccc(OCC(O)CNC23CC4CC(CC(C4)C2)C3)c(Cl)c1)N1CCOCC1 (centres undefined)	-1	-1.9	2	-3	x	3	-2.4	-4	6	-2
CCC(=O)NC(Nc1cccc(C)n1)(C(F)(F)F)C(F)(F)F	1	1.3	10	1	-2	-8	-0.1	-7	0	-2
Cc1c(-c2ccccc2)oc2c(C(=O)OCC(=O)Nc3cccc(F)c3)cccc2c1=O	-4	-0.1	0	-1	-14	-4	-2.2	-1	-3	-1
Cc1cccc(C(=O)Nc2ccc(N3CCN(C(=O)c4ccco4)CC3)cc2)c1	-4	1.6	-8	2	-55	0	0.0	-5	-6	-2
C=CCNC(=S)N/N=C/c1ccc(-c2cc(Cl)ccc2Cl)o1	-6	-0.2	-6	0	-16	-2	0.3	1	-3	1
O=C(c1ccccc1)N1CCOC(O)(c2ccccc2)C1c1ccccc1 (centres undefined)	1	0.5	-2	1	17	4	-0.4	-3	x	-6
O=C(O)c1ccccc1C(=O)c1ccc(Br)s1	-9	-1.4	0	2	-2	-6	1.1	6	-4	-7
Cn1c(=O)n(CC(=O)O)c(=O)c2c1nc1n2CCS1	-14&7	-0.4&-1.5	4&5	0&3	3&21	-5&0	-2.0&0.7	9&10	-1&-7	-1&0
O=C(Cn1[nH]c(=O)c2ccccc2c1=O)OCC(=O)N(Cc1ccccc1)Cc1ccccc1	-16	0.8	1	-2	x	-1	-0.6	-10	5	-1
CCOC(=O)c1c(NC(=O)C2CCN(S(=O)(=O)c3cccs3)CC2)sc(C)c1C	-11	0.8	4	-9	-28	-11	-0.8	-15	1	-7
CC(C)Cn1cnc2c1c(=O)n(CC(=O)NN)c(=O)n2Cc1ccccc1	0	0.1	-1	0	22	-2	-0.3	-10	-4	-8
CC1S/C(=N/N=C/c2ccco2)N(Cc2ccc(F)cc2)C1=O (centres undefined)	8	-0.4	2	-4	-13	-6	0.2	-5	-5	-2
Cc1ccc(NS(=O)(=O)c2ccc(C(=O)OCC(=O)Nc3cc(C)on3)cc2)cc1	-4	1.3	-2	-3	10	-4	-3.2	8	-1	-1
COc1ccc(Cl)cc1NC(=O)c1ocnc1C	5	0.3	-1	0	-8	-9	-1.8	9	-3	0
O=C(Nc1ccccc1N1CCCC1)c1cccnc1Cl	1	0.6	2	0	-6	-19	-1.1	-5	0	-2
COc1cccc(NC(=O)CN(C)C(=O)c2ccc3c(c2)S(=O)(=O)N=C2CCCCCN23)c1	0	1.7	0	0	-22	-7	-2.7	-9	-4	-3
Cc1ccc(Cl)cc1N1CCN(C(=O)Cc2c(C(=O)O)[nH]c3ccccc23)CC1	18	1.7	-1	7	19	-4	-2.5	0	-4	3
CC(C)N(CCNCC(O)COc1ccc(C(C)(C)c2ccccc2)cc1)C(C)C (centres undefined)	u	4.2	-6	2	-29	-4	2.7	8	-4	4
CCN(CC)S(=O)(=O)c1cccc(NC(=O)c2cc(-c3cccs3)nn2-c2ccccc2)c1	2	0.2	-1	-7	-50	-10	0.0	3	-5	-1
OCCNc1nc(-c2ccccc2)nc2c1oc1ccccc12	7	1.3	0	-2	-6	-7	-0.8	2	-2	-2
CCOc1ccccc1N(CC)C(=O)Cn1ncc2c(=O)oc3ccccc3c21	1	0.4	-1	5	27	-10	-1.5	-7	x	-2
Cc1ccc(Cn2cccc2C2=NC(C)CO2)cc1 (centres undefined)	-5	-0.3	5	-2	9	-11	x	7	x	-2
CCS(=O)(=O)N1CCN(C(=O)c2cccc3ccccc23)CC1	12	3.1	-2	-3	17	-8	0.1	-8	x	1
COc1ccc(-n2c(CN3CCN(C)CC3)nc3ccc([N+](=O)[O-])cc3c2=O)c(OC)c1	14	0.9	-2	-8	-15	-7	1.3	-3	-4	-7
O=C(CNC(=S)N(CCCN1CCOCC1)Cc1cccs1)NC1CCCC1	1	-0.3	1	2	0	-8	-1.4	-5	1	-5
Cc1cccc(Cn2c(SCCN3CCCCC3)nc3c2c(=O)[nH]c(=O)n3C)c1	10	0.6	1	0	18	6	-2.1	-1	x	-5
CC(=O)Nc1ccc2nc(SCC(=O)O)sc2c1	2	-2.3	1	-2	1	3	0.9	3	-1	1
COc1ccccc1Cn1nc(C(=O)O)c2ccccc2c1=O	-6	-0.3	-5	2	5	8	-3.0	-6	-4	0
Cc1c(C(=O)NC(c2ccccn2)C(F)(F)F)oc2c(F)cccc12 (centres undefined)	-2	-1.0	-5	-7	-4	1	-1.6	1	-2	-1
CCOC(=O)c1c(NC(=O)C2C3CCC(O3)C2C(=O)O)sc(C)c1-c1ccc(C)cc1 (centres undefined)	32	1.2	-4	8	19	-1	-1.7	0	-5	-4
Cc1nc(C(=O)Nc2ccc(Cl)cc2)nn1-c1ccc([N+](=O)[O-])cc1	-2	-0.8	4	2	-22	2	9.4	-3	-38	-1
CCN(CC)C(=O)CN(c1cccc(OC)c1)S(=O)(=O)c1ccc(C)cc1	4	0.5	-8	0	x	5	-0.6	-7	-2	4
Cc1ccc2c(c1)c(N=Nc1ccc([N+](=O)[O-])cc1)c(O)n2C	-7	4.9	-1	-3	-17	-5	0.0	-3	-2	-4
CCC(C)Cn1c(C(C)O)nc2ccccc21 (centres undefined)	1	-1.0	1	1	24	-15	0.2	-1	15	2
O=C(CCCCN1CCCCC1)c1ccccc1	-10	0.1	-2	1	20	0	-0.9	-8	2	-8
CCOC(=O)c1nc(-c2ccccc2)oc1N(C)C	-5	-2.0	8	1	-9	2	x	-12	-6	-10
Cc1cc(C)n(C2CCCCC2OC(=O)c2ccccc2F)n1 (centres undefined)	-10	-0.4	-3	-1	53	3	x	3	-8	0
O=C(O)COCC(=O)Nc1ccc2c(c1)oc1ccccc12	-9	0.5	-1	3	4	-1	-0.2	8	-2	5
CN(C)C(=O)/C(=C/c1ccc(-c2cccc([N+](=O)[O-])c2)o1)NC(=O)c1ccccc1	-3	0.2	5	3	-12	-5	0.1	8	-1	-1
CCc1nnc(NC(=O)CSc2nc3cc(OC)c(OC)cc3cc2C)s1	-3	-0.3	-2	-3	-31	1	0.6	-6	7	2
CCOC(=O)/C(C#N)=C/Nc1ccccc1NS(=O)(=O)c1ccc2c(c1)OCCO2	-18	-1.9	0	2	10	-4	-0.6	-9	-22	3
Cc1nc2ccc(S(=O)(=O)NC(C(=O)N3CCn4c3nc3ccccc34)C(C)C)cc2s1 (centres undefined)	-9	0.3	3	0	25	-9	-0.4	-5	x	4
Cc1ccc(NC(=O)c2ccccc2-c2cc(C)no2)cc1	x	-0.9	4	-1	19	-22	-1.3	2	0	-5
Cc1ccc(C2=NN(S(=O)(=O)c3ccccc3)C(c3ccco3)C2)cc1 (centres undefined)	-3	-1.8	4	-4	-15	-2	0.5	-1	3	-6
CCN1C(=O)C(O)(CC(=O)c2ccccn2)c2ccccc21 (centres undefined)	5	0.5	1	-1	-11	4	-0.3	-4	-3	-1

Further structures
SMILES	Rtt109 HAT inh	LANA DNA inh	RTF Ca sens act	DAGLB inh	SR-BI DiI-HDL act	Cardiac RTF inh	CAL PDZ FP-1	PKA-R2B activ	CAL PDZ FP-2	Keap1 Nrf2 FP
COc1ccc(-c2csc(Nc3ccc(S(=O)(=O)Nc4cc(C)on4)cc3)n2)cc1C	13	4.5	3	10	-17	-5	-0.9	-1	x	-8
O=C(Nc1ccc2c(c1)OCO2)O[C@@H]1C[C@H]2CCCC(=O)N3CC[C@@H](C1)[C@@H]23	-2	-1.0	-2	3	-17	-1	0.1	-25	0	-1
Cc1cc(CN(C)C(=O)c2cc(COc3ccc(F)cc3Cl)on2)n[nH]1	-3	-0.4	-2	-3	-5	-7	-22	2	1	-3
COCCN(C(=O)c1cc(-c2ccncc2)nc2ccccc12)c1c(N)n(CC(C)C)c(=O)[nH]c1=O	6	1.8	-3	-5	31	-4	-1.6	-10	3	-1
